# Source: PubChem BioAssay
# CaV13 FRET inh = Disruptors of the CACNA1D IQ motif to Ca2+-dependent inactivation inhibitor domain association, primary screening, Förster resonance energy transfer in intact living …; HEK cells, CFP/YFP FRET ICDI-IQ, plate reader, 10 min; percent FRET-ratio fall versus neutral wells; inhibition, % at 12.3 µM; hit rate 0.098% among 340,000; AID 743397;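 active = mean replicate inhibition of at least 30% and at least 1% of replicates passing that level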;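 also: 0% = median of the neutral control wells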
# NR2E3 ag-1 = activates human NR2E3 receptor. hit rate 0.35% among 360,000. CHO-S Gal4-NCOR/VP16-NR2E3 two-hybrid, luciferase. Q9Y5X4. inhibition of corepressor binding, % at 3.98 µM. AID 602229;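 active = inhibition above the mean of all tested compounds plus 3 SD, cut at about 70% in these data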;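 also: 0% = DMSO with NR2E3 transfected cells and 100% = cells lacking NR2E3 construct; higher means lower luciferase signal from less NR2E3 corepressor binding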
# Target sequence (Q9Y5X4 whole entry, looked up, the tested form may be a part): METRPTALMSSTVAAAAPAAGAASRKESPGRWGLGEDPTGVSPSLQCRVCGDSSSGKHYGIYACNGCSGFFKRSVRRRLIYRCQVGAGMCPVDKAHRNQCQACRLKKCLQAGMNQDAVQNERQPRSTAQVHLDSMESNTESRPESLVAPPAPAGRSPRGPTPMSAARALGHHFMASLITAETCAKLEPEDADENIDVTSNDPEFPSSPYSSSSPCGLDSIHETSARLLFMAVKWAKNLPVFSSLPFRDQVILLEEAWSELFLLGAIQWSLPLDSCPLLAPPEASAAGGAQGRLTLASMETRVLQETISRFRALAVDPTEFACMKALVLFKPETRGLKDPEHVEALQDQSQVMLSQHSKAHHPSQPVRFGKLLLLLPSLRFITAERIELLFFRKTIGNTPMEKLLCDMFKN
# PDI turbidity = blocks human protein disulfide isomerase activity | PDI insulin aggregation turbidity, A650, 90 min | P07237 | hit rate 0.052% among 350,000 | inhibition, % at 10 µM | AID 588391;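 active = mean inhibition across replicates of 30% or more, whatever share of single replicates reach that level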;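 also: absorbance from insulin aggregation driven by PDI reduction with DTT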
# Target sequence (P07237 whole entry, looked up): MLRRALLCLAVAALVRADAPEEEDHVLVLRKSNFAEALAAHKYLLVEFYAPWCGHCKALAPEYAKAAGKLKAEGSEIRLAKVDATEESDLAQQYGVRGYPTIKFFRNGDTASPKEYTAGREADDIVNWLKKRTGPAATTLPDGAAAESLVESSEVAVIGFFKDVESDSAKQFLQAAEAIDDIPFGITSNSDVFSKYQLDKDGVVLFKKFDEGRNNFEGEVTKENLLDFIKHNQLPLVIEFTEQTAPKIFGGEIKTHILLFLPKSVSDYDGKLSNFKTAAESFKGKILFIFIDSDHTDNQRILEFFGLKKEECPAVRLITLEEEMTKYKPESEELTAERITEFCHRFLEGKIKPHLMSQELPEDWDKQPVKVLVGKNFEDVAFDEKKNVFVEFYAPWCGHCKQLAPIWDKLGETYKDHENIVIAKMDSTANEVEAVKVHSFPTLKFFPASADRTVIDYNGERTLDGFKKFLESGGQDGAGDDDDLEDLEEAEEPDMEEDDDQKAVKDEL
# HIF-2a block = inhibitors of HIF-2a | 786-0 RCC cells HIF-2a reporter, luciferase luminescence, overnight | inhibition, % at 18.8 µM | hit rate 0.72% among 360,000;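 active = inhibition of the luminescence signal of 40% or more relative to plate controls, in a single-dose primary screen at 18.75 µM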
# Peg3 prom inh = Peg3 promoter activity inhibition | HeLa PEG-Prom luciferase reporter, luminescence, overnight | hit rate 1.7% among 360,000 | inhibition, % at 20 µM;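 active = inhibition of at least 50% at 20 µM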
# Shn3 3UTR inh = Schnurri-3 reporter inhibition in Clone20 osteoblasts | Clone20 osteoblast Shn3 3'UTR firefly luciferase, 24 h | inhibition, % at 12.5 µM | hit rate 0.52% among 360,000 | AID 588674;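 active = mean inhibition of at least 75% with every replicate also reaching 75%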;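 also: 0% = median of neutral control wells and 100% = pilot-screen positive control compound; some compounds past the cut are filed as inactive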
# H9c2 protect = protects H9c2 cardiomyocytes from peroxide injury | H2O2 injury protection, ATPLite, 2 h | protection from H2O2 cell death, % at 20 µM | hit rate 0.63% among 360,000 | AID 588492;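 active = compounds giving at least 50% protection of heart cells from peroxide-induced death in the single-dose screen, raw or plate-pattern-corrected value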;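 also: 0% = DMSO wells with peroxide and 100% = DMSO wells without peroxide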
# HTR2A ag = activates the mouse 5-HT2A serotonin receptor; AID 624169; P35363; CHO-K1 mHTR2A beta-arrestin complementation, luminescence; percent of 30 µM serotonin response; hit rate 0.66% among 360,000; activation, % at 7.6 µM;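 active = activation above a run cutoff, the mean activation of all tested compounds plus 3 SD, cut at about 14% in these data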;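 also: 0% = plate median of compound wells and 100% = 30 µM serotonin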
# TRPM1 prom inh = inhibitors of MITF-driven TRPM1 promoter in melanoma cells; SK-MEL-5 TRPM1 promoter luciferase, 24 h; inhibition, % at 12.5 µM; hit rate 0.83% among 330,000;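 active = mean inhibition across replicates of 60% or more, whatever share of single replicates reaches that level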; also: values of inactives mirror those of a sister screen read the other way
# hiPSC survival = hiPSC single-cell survival enhancement | hit rate 0.044% among 360,000 | survival enhancement, % at 20 µM | ATPlite luminescence; 100% = ROCK inhibitor wells, 0% = DMSO; in the data active = survival enhancement above about 18%;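 also: cells exposed to compounds for 16 hours before the ATP read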
# NR2E3 ag-2 = agonists of human nuclear receptor NR2E3 | GST-NR2E3/biotin-RetCOR TR-FRET, 1536-well | inhibition of corepressor binding, % at 4.78 µM | hit rate 0.12% among 320,000 | AID 2300;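 active = percent inhibition above the cutoff of mean plus 3 SD of all tested compounds, set per screening campaign, cut at about 20% in these data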;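 also: 0% = DMSO wells and 100% = biotin wells as full block of FRET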
#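 Test system – NR2E3–RetCOR corepressor complex · Quantity – NR2E3 fusion 1.35 nM · Buffer or medium – Tris pH 7.5 · Incubation – Compound–protein incubation for 5 h at 4 °C · Technique – TR-FRET, Eu(K)-anti-GST donor, streptavidin-D2 acceptor, ex 340, em 617/671 nm · Evaluation – percent inhibition of 671/617 nm emission ratio versus biotin and DMSO controls · Plate – 1536-well format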
# * hit, by the source's call; / = not tested or not shown.
# Each structure is followed by: CaV13 FRET inh	NR2E3 ag-1	PDI turbidity	HIF-2a block	Peg3 prom inh	Shn3 3UTR inh	H9c2 protect	HTR2A ag	TRPM1 prom inh	hiPSC survival	NR2E3 ag-2
COc1ccc([C@H]2CC(=O)C=C(c3cc4ccccc4s3)C2)cc1OC
→ -13	-11	1	-2	26	4	-4	-7	-22	-2.5	-2
COc1ccccc1CCC(=O)OCC(=O)NCc1ccc(OC)c(OC)c1
→ -6	-25	10	3	-13	-1	2	-2	-7	2.2	/
CC(C)CCN(C(=O)c1cn2ccccc2n1)c1c(N)n(Cc2ccccc2)c(=O)[nH]c1=O
→ /	-7	1	-15	-16	-24	0	4	3	-0.4	/
COc1cccc(C(c2nnnn2Cc2ccco2)N2CCN(Cc3ccccc3)CC2)c1OC (stereo not given)
→ 2	-5	8	7	14	10	14	-5	15	-1.3	0
CC(C)Oc1ccc(NC(=O)CCC(=O)O)cc1
→ -4	1	5	14	-1	-2	13	-2	-7	-0.7	1
CCCN1CCN(C(=O)Cn2ncc3c([nH]c4ccc(C)cc43)c2=O)CC1
→ -2	-2	-7	11	14	1	8	5	-6	-0.6	2
NC(=O)NC(=O)COC(=O)c1ccccc1Oc1ccccc1
→ -5	-18	-9	8	-7	5	0	6	1	6.5	-3
CCn1c(CNC(=O)C2CCCCC2)cc2cc(C)ccc21
→ -2	-17	-1	15	6	-9	1	14	12	-0.3	/
O=C(CCC(=O)c1ccc(F)cc1)NCc1ccccc1C(F)(F)F
→ -3	-12	-7	-5	-9	1	-4	-2	4	-0.4	-1
CNC(=O)C(=O)NCCN1CCN(S(=O)(=O)c2ccc3ccccc3c2)CC1
→ -6	-11	5	11	1	-4	10	3	8	-0.5	/
Cc1cc(NS(=O)(=O)c2ccc(Nc3nc(-c4ccc(C)c(C)c4)cs3)cc2)no1
→ -11	8	11	1	22	-2	-6	14	-7	-0.3	1
Cc1cccc(Nc2nc(-c3c(C)nc4ccccn34)cs2)c1
→ -6	78*	1	-120	10	72	-18	-2	33	-2.1	0
COc1cc(C(=O)N2CCN(C(=O)c3cccc4ccccc34)CC2)cc(OC)c1OC
→ -7	-1	9	17	2	15	4	-6	8	-0.6	-2
CCC1=NN2C(=N)/C(=C\c3cccn3-c3ccc(C)c(C)c3)C(=O)N=C2S1
→ -5	-3	1	12	6	-2	-6	0	6	-0.6	3
COc1ccc(Cl)cc1C(=O)NCC(c1ccco1)N1CCCC1 (stereo not given)
→ -3	-17	0	-1	18	7	-4	3	-4	-3.6	4
C=CCn1cc(C(=O)NCCCOC)c(=O)c2cc(S(=O)(=O)N(CC)CC)ccc21
→ -4	-21	-2	6	17	-15	4	-1	-2	1.8	0
O=C(O)c1cccc(-n2sc3ccccc3c2=O)c1
→ 3	-9	10	-1	-4	-9	78*	-2	14	3.2	3
Cc1ccc(Cl)c(OCC(=O)NC2CCN(Cc3ccccc3)CC2)c1
→ -6	1	-7	-4	-10	0	-3	-6	6	-0.3	3
Cc1ccc([C@H]2C[C@@H](O)[C@H](n3cc(COC(=O)c4ccccc4)nn3)CN2Cc2cccs2)cc1
→ -6	-38	-2	6	14	-4	-10	-1	/	-1.0	/
C=CCn1c(=S)[nH]c2ccc(Br)cc2c1=O
→ -6	-2	-4	14	28	4	2	3	9	0.8	0
N#Cc1ccc(OCC(=O)OCC(=O)NCCC2=CCCCC2)cc1
→ -3	4	6	18	11	3	1	-4	9	-0.5	-1
CC1(c2ccc([N+](=O)[O-])cc2)NC(=O)NC1=O (stereo not given)
→ -19	11	-5	11	-2	6	1	13	3	1.2	2
CC(C)(C)OC(=O)N1CCCC(C(=O)Nc2ccc(C(=O)NCc3ccccc3)cc2)C1 (stereo not given)
→ -4	-25	1	-7	-2	8	3	-3	2	1.4	/
COc1ccc(N(CC(=O)N2CCc3ccccc3C2)S(C)(=O)=O)cc1OC
→ -4	-21	9	3	3	-17	6	-1	-3	-1.1	-2
CC1(C)Cc2c(sc(NC(=O)COc3cccc4ccccc34)c2C#N)C(C)(C)N1
→ -4	10	-10	49*	90*	14	-21	4	37	-0.7	-42
O=C(N/N=C\c1cccc(Cl)c1)c1n[nH]c2c1CCCC2
→ -4	-116	8	-186	-148	-40	-11	1	-93	-3.4	-3
COCCN(CCOC)Cc1cc(=O)oc2cc(OC)ccc12
→ -9	1	/	0	-14	-10	1	7	/	2.0	/
O=C(C=Cc1cccs1)c1cccs1
→ -7	-53	3	-70	-116	-7	4	11	-25	-1.0	/
Cn1c(=O)c2c(nc(N3CCc4ccccc4C3)n2C)n(C)c1=O
→ -2	18	0	1	1	-5	9	6	11	0.2	-4
O=C(OCCCN1C(=O)c2ccccc2C1=O)c1ccco1
→ /	-16	0	2	-2	-3	-1	-5	2	2.3	1

# Some entries already given with just Shn3 3UTR inh.
Compound | Shn3 3UTR inh
O=C(OCCCN1C(=O)c2ccccc2C1=O)c1ccco1 | -3
CC1(C)Cc2c(sc(NC(=O)COc3cccc4ccccc34)c2C#N)C(C)(C)N1 | 14
CCC1=NN2C(=N)/C(=C\c3cccn3-c3ccc(C)c(C)c3)C(=O)N=C2S1 | -2
CNC(=O)C(=O)NCCN1CCN(S(=O)(=O)c2ccc3ccccc3c2)CC1 | -4

# Later entries.
# Each structure is followed by: CaV13 FRET inh	NR2E3 ag-1	PDI turbidity	HIF-2a block	Peg3 prom inh	Shn3 3UTR inh	H9c2 protect	HTR2A ag	TRPM1 prom inh	hiPSC survival	NR2E3 ag-2
Cc1cccc(C(C)C)c1NC(=O)C1CN(S(=O)(=O)c2ccccc2)CCN1S(=O)(=O)c1ccccc1 (stereo not given)
→ -17	14	7	13	4	-3	1	-1	-2	-0.2	-4
O=c1[nH]c(C2CCN(S(=O)(=O)c3ccccc3)CC2)nc2c1nnn2Cc1cccc(Cl)c1
→ -4	21	8	16	33	8	-11	-2	3	0.2	6
CCc1ccccc1NC(=O)CN1CCN(C(=O)c2cc(C3CC3)nn2-c2ccccc2)CC1
→ -5	-24	-1	17	24	-7	-6	-7	/	-2.5	/
COc1ccc(NC(=S)N2CCN(Cc3ccco3)CC2)c(OC)c1
→ -16	12	-3	-12	-6	-18	4	2	7	0.0	0
COc1cccc(N2CCN(c3nc(C)c(C)c(=O)[nH]3)CC2)c1
→ -5	-27	1	16	14	3	13	-1	10	-0.4	0
CC(C(=O)O)N1C(=O)/C(=C/c2cccn2C)SC1=S (stereo not given)
→ -6	0	5	13	3	1	6	-4	10	-1.6	-5
COc1cc(N=C2C(=O)N3CCCc4cccc2c43)cc(OC)c1
→ -5	-14	16	5	3	1	0	-1	8	1.1	-3
CN1CCN(Cc2nc3c([nH]2)c(=O)[nH]c(=O)n3C)CC1
→ -5	2	2	23	7	-8	1	8	5	-1.3	3
O=C(O)CC1S/C(=N\N=C/c2ccccc2O)N(c2ccc(O)cc2)C1=O (stereo not given)
→ 0	-1	8	8	0	2	-3	-1	4	2.0	-2
CC(=O)c1c(C)[nH]c(C(=O)CSc2nnc(-c3ccco3)n2Cc2ccccc2)c1C
→ -6	-1	18	-48	21	49	23	4	-1	-0.1	0
COC(=O)C(C#N)c1nc2ccccc2nc1N1CCCC1 (stereo not given)
→ -9	-25	-7	9	12	4	3	7	6	0.7	-2
O=C(Nc1nnc(Cc2ccccc2)s1)C1CCN(C(=O)c2ccco2)CC1
→ -3	-9	11	11	-1	-13	-2	-2	5	-0.4	-1
CCOC(=O)C1(CC2CCCCO2)CCN(Cc2ccccc2-c2ccco2)CC1 (stereo not given)
→ -5	-8	1	3	10	12	-9	-3	6	0.9	-3

# Five entries from above, ordered by the value under NR2E3 ag-2, largest number first.
SMILES	NR2E3 ag-2
COc1cccc(N2CCN(c3nc(C)c(C)c(=O)[nH]3)CC2)c1	0
O=C(Nc1nnc(Cc2ccccc2)s1)C1CCN(C(=O)c2ccco2)CC1	-1
COC(=O)C(C#N)c1nc2ccccc2nc1N1CCCC1 (stereo not given)	-2
Cc1cccc(C(C)C)c1NC(=O)C1CN(S(=O)(=O)c2ccccc2)CCN1S(=O)(=O)c1ccccc1 (stereo not given)	-4
CC(C(=O)O)N1C(=O)/C(=C/c2cccn2C)SC1=S (stereo not given)	-5
